Bioassay records from PubChem BioAssay.
PNC assembly inh = blocks assembly of the perinucleolar compartment | 140,000 compounds, 3.1% hits | activity change (PNC), negative = inhibition, % at 10 µM | PC3M PTB-GFP, PNC prevalence imaging, 16 h; active compounds read low;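 active means readout at or below -70, meaning at least 70% loss of cells showing the perinucleolar compartment, a nuclear body marking cancer cells; inconclusive means readout between -30 and a set limit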;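 further: plate controls were DMSO wells for no effect and camptothecin positive control wells for full effect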
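PC3M cells stably expressing PTB-GFP, 750–1000 cells/well, treated 16 h at 37 °C with compound (23 nl of library stock), in duplicate. After paraformaldehyde fixation and Hoechst stain, imaged at 20x; PNC prevalence scored by image analysis.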
ALOX12 inhib = inhibitors of human 12-lipoxygenase (ALOX12); P18054; Potency, µM (series often up to 57.1 µM), inactives show at the top dose activity change, negative = inhibition, most hits filed as inhibitors; 150,000 compounds, 0.12% hits; purified 12-hLO, xylenol orange hydroperoxide absorbance; further: potency means the concentration at half of the fitted maximal effect; nearly all actives have a fitted effect of over 55% in size; many of its hits are not listed in these tables
Target sequence (P18054 whole entry, looked up): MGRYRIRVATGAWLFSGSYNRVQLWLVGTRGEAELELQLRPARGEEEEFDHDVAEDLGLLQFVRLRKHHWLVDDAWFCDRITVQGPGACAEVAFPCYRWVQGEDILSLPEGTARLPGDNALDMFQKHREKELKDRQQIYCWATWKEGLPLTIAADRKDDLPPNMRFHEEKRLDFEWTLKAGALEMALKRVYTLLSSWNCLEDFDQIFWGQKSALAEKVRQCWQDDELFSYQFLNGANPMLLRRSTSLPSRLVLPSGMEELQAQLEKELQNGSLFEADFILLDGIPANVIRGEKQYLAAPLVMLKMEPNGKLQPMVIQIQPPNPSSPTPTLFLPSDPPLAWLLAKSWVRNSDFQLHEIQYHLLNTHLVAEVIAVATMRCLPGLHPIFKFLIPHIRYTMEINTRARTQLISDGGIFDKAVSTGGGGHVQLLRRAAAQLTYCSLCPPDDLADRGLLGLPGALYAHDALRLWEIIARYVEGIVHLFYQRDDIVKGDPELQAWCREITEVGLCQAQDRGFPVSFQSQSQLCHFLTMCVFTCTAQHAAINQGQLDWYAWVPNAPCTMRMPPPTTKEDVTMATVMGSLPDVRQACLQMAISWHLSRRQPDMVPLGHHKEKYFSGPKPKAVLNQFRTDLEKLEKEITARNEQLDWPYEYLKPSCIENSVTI
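Hydroperoxide output read as Fe(III)-xylenol orange absorbance, 573-to-405 nm ratio, after 30 min reaction with 40 uM arachidonic acid. Enzyme: 150 nM purified human 12hLO, 15 min compound preincubation; 25 mM Hepes pH 7.0, room temperature.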
IMPase inh = cell-permeable inhibitors of inositol monophosphatase (IMPase); inhibition (IP1 accumulation), % at 46.1 µM; P97697; CHO-M1 cells, IP1 accumulation, HTRF TR-FRET ratio; 120,000 tested, under 10 active; active means well fitted curve in the direction sought with a large enough effect in the signal ratio, not every such curve was filed as active; inconclusive means small, poorly fitted or top-dose-only effect, or a change in a side signal; inactive means no such curve, though single readings can be large or run the other way; the % refers to the signal ratio;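 further: cells stimulated with carbachol in lithium chloride buffer; plate controls were DMSO basal wells for no effect and reference inhibitor wells for full effect; higher means more IMPase inhibition seen as more IP1 and lower FRET ratio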
Target sequence (P97697 whole entry, looked up): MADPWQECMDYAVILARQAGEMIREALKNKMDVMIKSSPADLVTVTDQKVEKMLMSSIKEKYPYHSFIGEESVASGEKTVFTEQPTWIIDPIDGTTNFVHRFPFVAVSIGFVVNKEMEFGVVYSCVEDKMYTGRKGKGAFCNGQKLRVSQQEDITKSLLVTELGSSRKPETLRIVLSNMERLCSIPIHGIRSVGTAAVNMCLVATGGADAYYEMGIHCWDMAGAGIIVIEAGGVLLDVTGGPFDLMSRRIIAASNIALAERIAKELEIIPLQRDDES
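CHO-M1, 2000 cells/well, cultured 16–30 h; cpd up to 46 uM; carbachol (50 uM solution, stimulation buffer w/ 50 mM LiCl, pH 7.4), 30 min 37C; IP-One TR-FRET, 10 min RT; Ex 320/Em 665, 620; Hill-fit AC50.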
15-hLO-2 inh = inhibitors of human 15-lipoxygenase 2 (ALOX15B). AID 881. 110,000 compounds, 0.56% hits. purified 15hLO-2, xylenol orange hydroperoxide absorbance. O15296. Potency, µM (highest dose often 57.1 µM), inactives show at the top dose activity change, negative = inhibition, hits mostly inhibitors; further: potency means the concentration at half of the fitted maximal effect; nearly all actives have a fitted effect of over 60% in size; many of its hits are not listed in these tables
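Purified human 15hLO-2 (50 nM) preincubated 15 min with compound, then 45 uM arachidonic acid for 90 min at RT in 25 mM Hepes pH 7.5, 0.01% Triton X-100. Hydroperoxide detected by Fe-xylenol orange; 573/405 nm absorbance ratio.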
* = called active by the depositor; ? = inconclusive; nt = no result given; [ ] = dose if it differs, or a comment. Unless noted, the call rests on the fitted dose curve; in most records, active means well fitted curve in the direction sought with a large enough effect; inconclusive means small, poorly fitted or top-dose-only effect, or another doubt; inactive means no such curve, though single readings can be large; an effect the other way counts as inactive or inconclusive. Unless noted, on the % scale 0 is the no-effect control and ±100 the full control effect. Only part of the results is shown; count on the stated rates, not on these rows.

SMILES	PNC assembly inh	ALOX12 inhib	IMPase inh	15-hLO-2 inh
COc1cccc(NC(=O)CSc2nnnn2C(C)C)c1	14	2%	-11	4%
COc1ccccc1C1C2C(=O)N(c3ccccc3)C(=O)C2ON1c1ccccc1 (stereo not given)	?	-5%	9	7%
O=C(Nc1ccnc(-c2cccnc2)n1)c1ccc(Cl)cc1	17	3%	-6	nt
COCCn1c(N)c(C#N)c2nc3ccccc3nc21	?	-16%	-4	-18%
CN1CCN(CC(O)COCCOc2ccc(Br)cc2)CC1 (stereo not given)	?	4%	nt	nt
CC(C)(C)NCCCCOc1ccc(F)cc1	?	1%	2	2%
Cc1noc(C)c1S(=O)(=O)Nc1ccc(C(=O)NC2CCCCC2C)cc1 (stereo not given)	15	2%	-1	-5%
COc1ccc(OC)c(NC(=O)Cn2cc(C#N)c3ccccc32)c1	?	-7%	9	1%
COc1cc(C2C(C(C)=O)=C(O)C(=O)N2CCc2c[nH]c3ccccc23)ccc1O (stereo not given)	5	9%	-11	6%
Cc1cc(C)n(/N=C/c2c[nH]c3ccccc23)c(=O)c1	-12	-5%	2	4%
CCCCCOc1ccc(NC(=O)C2OC3OC(C)(C)OC3C3OC(C)(C)OC23)cc1 (stereo not given)	-27	-1%	-4	nt
CC(=O)Nc1ccc(C(=O)CSc2nnc3scc(-c4ccccc4)n23)cc1	13	2%	-1	-11%
Cc1ccc2nc(N3CCN(C)CC3)c(C#N)cc2c1	18	1%	-5	28%
COCCNC(=O)CSc1nc2ccc(N3CCOCC3)cc2c(=O)n1Cc1ccc(OC)cc1	57	-16%	-3	-1%
O=C(CN1C(=O)CCC1=O)Nc1nc(-c2ccccn2)cs1	20	-9%	-1	21%
O=C(C/C(=N/O)c1ccccc1O)C(F)F	7	-9%	4	-4%
COCC(=O)N(C)c1nnc(-c2cnc(C)cn2)s1	-8	-5%	-8	-9%
CCCOc1ccc(CC2CCC(=O)NC2=O)cc1 (stereo not given)	?	4%	-10	nt
COc1ccc(C(=O)c2sc3nc(-c4ccccc4)ccc3c2N)cc1	-14	0%	nt	nt
Cc1cccc(CNc2cc(-c3cccnc3)ncn2)c1	nt	-5%	nt	-1%
C/C(=N\Nc1ccc([N+](=O)[O-])cc1[N+](=O)[O-])C(C)(C)C(C(=O)O)C(=O)O	52	-5%	7	nt
CC(=O)Nc1ccc(S(=O)(=O)Nc2nc3ccccc3nc2Nc2ccccc2)cc1	-30	0%	nt	nt
Cc1cc(C)c2nc(/N=C(\N)NC(=O)Nc3ccccc3)nc(C)c2c1	?	2%	nt	nt
CC1CCCCC1NC(=O)C1CCN(S(=O)(=O)c2ccc3c(c2)CCC(=O)N3)CC1 (stereo not given)	20	7%	2	5%
Cc1cccc(C(=O)NC(=S)NNC(=O)c2ccc(Cl)cc2)c1	?	-1%	nt	nt

4 compounds picked at random from the list so far, as already listed:
SMILES	PNC assembly inh	ALOX12 inhib	IMPase inh	15-hLO-2 inh
CN1CCN(CC(O)COCCOc2ccc(Br)cc2)CC1 (stereo not given)	?	4%	nt	nt
CC(C)(C)NCCCCOc1ccc(F)cc1	?	1%	2	2%
Cc1cccc(CNc2cc(-c3cccnc3)ncn2)c1	nt	-5%	nt	-1%
COc1cc(C2C(C(C)=O)=C(O)C(=O)N2CCc2c[nH]c3ccccc23)ccc1O (stereo not given)	5	9%	-11	6%

More results:
SMILES	PNC assembly inh	ALOX12 inhib	IMPase inh	15-hLO-2 inh
COc1cc(Br)cc(CN2CCN(C=O)CC2)c1O	29	0%	-1	6%
O=C(NCN1CCCCC1)c1cnccn1	?	-4%	-6	-1%
CCCc1nc2c([nH]1)C(c1cccnc1)C(C#N)=C(N)O2 (stereo not given)	7	3%	nt	nt
COc1ccccc1N1CCN(C(=O)c2c(-c3ccccc3)noc2C)CC1	-16	-7%	0	0%
Oc1ccc(-c2cn3c(n2)SCC3)cc1	14	-2%	2	1%
OCCCN=c1cc(-c2ccccc2)oc2ccc(Cl)cc12	21	-5%	2	4%
O=C(CSc1ncccn1)NC(=O)NCc1ccccc1	?	-2%	0	-9%
CC(C)OC(=O)CSc1nnc(-c2cnccn2)n1C	-91*	-4%	-10	nt
CN1CCN(C(=S)c2ccc(N(C)C)cc2)CC1	15	-4%	-1	19%
COc1ccc(S(=O)(=O)NCCc2ccccc2)cc1	23	-2%	12	-4%
Cc1ccc(C=C2C(=O)c3ccccc3C2=O)s1	13	-26%	2	-15%
CCOC(=O)C(NC(C)=O)C(OC(C)=O)c1cccc(N(CCO)CCO)c1 (stereo not given)	34	-1%	-3	-5%
O=C1CC(Nc2ccc3ccccc3c2)C(=O)N1Cc1ccccc1 (stereo not given)	43	-1%	3	-13%
CCC(Oc1ccccc1)C(=O)Nc1nnc(C)s1 (stereo not given)	-117*	-1%	-5	-1%
CC(C)(C)c1cc(=O)n2c(C#N)c(C#N)nc2[nH]1	21	-2%	-19	-6%
CC(C)c1ccc(NC(=O)COc2ccc(S(=O)(=O)N3CCOCC3)cc2)cc1	33	1%	-5	2%
COc1ccc(N2CCN(C(=O)C3=NNC(=O)CC3)CC2)cc1	-10	0%	nt	nt
CC1(C)Cc2nc3sc4c(N(CCO)CCO)ncnc4c3cc2CO1	20	3%	-2	-1%
O=C(Nc1ccc(S(=O)(=O)NCc2ccccc2)cc1)Nc1ccc2c(c1)OCO2	29	-1%	1	-3%
Oc1c(C(c2ccco2)N2CCOCC2)sc2ncnn12 (stereo not given)	7	1%	-1	6%
Cc1nc(Oc2ccc(Cl)cc2)c2oc3ccccc3c2n1	21	-4%	8	0%
CCNC(=O)c1ccc(C2SCC(=O)N2CCc2ccccc2)cc1 (stereo not given)	16	0%	nt	nt
FC(F)(F)c1nnc2ccc(N3CCN(c4ccccc4)CC3)nn12	?	6%	4	-10%
CN(c1ccccc1)C1CCCCC1NS(=O)(=O)c1ccc(Cl)cc1 (stereo not given)	34	-5%	nt	nt
CCOc1cc(C)c(Cl)cc1S(=O)(=O)NCCOC	?	-4%	nt	nt

(listing goes on)
SMILES	PNC assembly inh	ALOX12 inhib	IMPase inh	15-hLO-2 inh
CC(NC(=O)Nc1ccccc1)C(c1ccccc1)N1CCOCC1 (stereo not given)	?	5%	nt	nt
CCC(=O)N1CCCc2cc(S(=O)(=O)N3CCN(C4CCCCC4)CC3)ccc21	16	0%	-7	9%
Cc1cccc(NC(=O)N2CCC(NC(=O)c3ccccc3C)CC2)c1	-7	-2%	7	1%
Oc1cc(Cc2ccccc2)cnc1CN1CCCCC1	43	-12%	11	25%
COc1cccc(CN(C)C(=O)c2ccc(S(=O)(=O)N3CCCC3)cc2)c1OC	10	-5%	-4	0%
c1ccc(-c2ncnc3nc4n(c23)CCC4)cc1	-26	-7%	-3	3%
Cc1ccc(NC(=O)c2c(C(F)(F)F)nn(C)c2SCc2cccc(C(F)(F)F)c2)cc1C	52	-4%	12	nt
CN(C)S(=O)(=O)c1cccc(C(=O)OCC(=O)Nc2sccc2C(N)=O)c1	?	-4%	25	-2%
COC(=O)c1ccc2ccn(CC(=O)NC3CCCCC3)c2c1	47	-3%	-3	1%
Cc1ccc2c(CC(=O)N3CCN(S(=O)(=O)c4ccc5c(c4)OCCO5)CC3)coc2c1	23	-16%	6	-8%
COc1ccc(Cl)cc1C(=O)OCC(=O)NC(=O)c1cccn1C	3	8%	-2	-2%
O=C(O)c1cc2c(s1)-c1ccccc1OC2	?	2%	-9	-9%
CC1(C)CC(=O)C(Sc2ccccc2C(=O)O)=C(O)C1	?	0%	nt	nt
CC(=O)Nc1sc(N/N=C\c2cccc(Cl)c2)nc1-c1cccs1	-14	-10%	-5	nt
O=C(Nc1cccc(F)c1)N(Cc1ccc(Cl)cc1)CC(O)C(F)(F)F (stereo not given)	?	-13%	-11[1.84 µM]	6%[11.4 µM]
Cc1cc(C)nc(SCc2cc(=O)c(OC(=O)c3ccco3)co2)n1	-1	4%	5	nt
CC(C)(C)C(=O)OCOP(=O)(OCOC(=O)C(C)(C)C)C(C)(Oc1ccc(O)cc1)P(=O)(OCOC(=O)C(C)(C)C)OCOC(=O)C(C)(C)C	nt	-25%[0.00818 µM]	nt	28%[0.0915 µM]
Cc1cc(=S)[nH]c2ccccc12	16	-28%	-6	?
CCC(C)N(C(=O)COC(=O)/C=C/c1ccc(O)c(OC)c1)C1CCS(=O)(=O)C1 (stereo not given)	73	-4%	nt	nt
COc1ccc(NC(=O)c2c(OC)cccc2OC)c(OC)c1	-28	-6%	4	-4%
CCOC(=O)c1cc(-c2ccccc2)sc1NC(=O)C(C)OC(=O)c1cccnc1Cl (stereo not given)	-7	-2%	nt	nt
O=C(Nc1ccc(Cl)c(Cl)c1)N1CC=C(c2ccccc2)CC1	92	-5%	9	0%
CCOc1ccccc1NC(=O)c1ccc(NC(=O)c2ccco2)cc1	1	4%	?	nt
CCCCC#Cc1nc(NC)c2ncn([C@@H]3O[C@@H](CO)[C@H](O)[C@H]3O)c2n1	nt	-2%	-1	12%
O=C(COC(=O)[C@@H]1CCCN1S(=O)(=O)c1ccc(Cl)cc1)NC12CC3CC(CC(C3)C1)C2	28	-1%	-4	nt

New compounds follow.
SMILES	PNC assembly inh	ALOX12 inhib	IMPase inh	15-hLO-2 inh
COc1ccc(C2CC(C(F)(F)F)n3nc(C(N)=O)c(Cl)c3N2)cc1OC (stereo not given)	-18	-5%	-3	-3%
CCOC(=O)CN(Cc1ccc(OC)c(OC)c1)S(=O)(=O)c1ccc(OC)cc1	21	4%	0	7%
CCOC(=O)C(C(=O)Nc1cccc(C)n1)C1CCCCC1 (stereo not given)	34	1%	4	4%
CC(C)CC(NC(=O)C(Cc1ccc(OCc2ccccc2)cc1)NC(=O)OC(C)(C)C)C(N)=O (stereo not given)	?	7%	6[1.84 µM]	-5%[11.4 µM]
Cc1c(F)cccc1NS(=O)(=O)c1ccccc1C#N	-1	3%	?	-4%
CN(C)c1ccc(/C=N/NC(=O)c2ccc(Cl)cc2)cc1	-6	2%	-2	nt
Cc1cc(C)nc(N/C(=N/S(=O)(=O)Cc2ccccc2)Nc2ccccc2)n1	-22	-1%	nt	nt
COc1ccc(N2C3=[N+](CC2(C)O)c2ccccc2CC3)cc1 (stereo not given)	-13	7%	2	-13%
CC1(C)CC(=O)C=C(Nc2ccccn2)C1	?	-3%	8	-2%
Cc1ccc(Cn2nnc3c(=O)n(CC(=O)c4ccccc4)cnc32)cc1	?	-12%	8	-4%
COC(=O)C(Cc1ccc(OC(=O)c2ccccc2C)cc1)N1Cc2ccccc2C1=O (stereo not given)	6	0%	-1[1.84 µM]	4%[11.4 µM]
O=C(Nc1ccccc1)c1cccc(S(=O)(=O)Nc2ccccn2)c1	0	7%	nt	nt
COc1cc(OC)cc(-c2nc3ccccc3c(=O)n2NC(=O)c2cccnc2Cl)c1	-30	-2%	nt	nt
CN(C)c1ccc(CNc2ncc(Br)cc2Br)cc1	4	5%	11	9%
COc1ccc(CCN2C(=O)CC(N3CCOCC3)C2=O)cc1OC (stereo not given)	-10	-5%	9	nt
O=C(CCC1CCCC1)N1CCN(C(=O)COc2ccccc2)CC1	-29	2%	-7	-8%
NC(=O)c1ccc(NC(=O)COC(=O)CC(NC(=O)c2ccccc2Cl)c2ccccc2)cc1 (stereo not given)	?	1%	nt	nt
CCCn1c(-c2ccc(F)cc2)nc2c(NCCN3CCCC3)nc(C)nc21	nt	-2%	nt	43%[activator]
COc1ccc(OCC(=O)N/N=C(\C)c2ccc(-n3ccnc3)cc2)cc1	-3	-8%	nt	nt
NC(=O)SCC(=O)Nc1ccc(Cl)cc1	-23	-18%	-1	?
CC1(C)Cc2ccccc2-c2nnc(SCC(=O)Nc3nc4ccccc4s3)n21	2	-4%	3	-25%
COc1ccc(CCNC(=O)CSc2nnc(-c3ccc(F)cc3)o2)cc1OC	22	-2%	7	2%
COc1ccc(C)cc1S(=O)(=O)N1c2ccccc2CC1C (stereo not given)	49	0%	4	-9%
C/C(=N\NC(=O)Cn1nc(C)c(Br)c1C)c1cccs1	?	-4%	nt	nt
